Screening results (PubChem)
tim23-1 inh – tim23-1 yeast growth inhibition; S. cerevisiae tim23-1 growth, BacTiter-Glo luminescence, 24 h; inhibition, % at 20 µM; actives 1.3% (n = 330,000); AID 463212;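 active means growth inhibition of the mutant yeast at or above 50%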;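 further: temperature-sensitive mutant grown at 25 °C; plate controls were DMSO-treated mutant yeast for no effect and medium wells lacking yeast for full effect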
Mdm2-MdmX inh – inhibitors of human Mdm2/MdmX interaction; SaOS-2 split-luciferase Mdm2/MdmX complementation, luminescence; inhibition, % at 8 µM; O15151+Q00987; actives 3% (n = 330,000);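 active means inhibition of at least 50% at 8 µM in the primary screen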
Target sequence (O15151 whole entry, looked up): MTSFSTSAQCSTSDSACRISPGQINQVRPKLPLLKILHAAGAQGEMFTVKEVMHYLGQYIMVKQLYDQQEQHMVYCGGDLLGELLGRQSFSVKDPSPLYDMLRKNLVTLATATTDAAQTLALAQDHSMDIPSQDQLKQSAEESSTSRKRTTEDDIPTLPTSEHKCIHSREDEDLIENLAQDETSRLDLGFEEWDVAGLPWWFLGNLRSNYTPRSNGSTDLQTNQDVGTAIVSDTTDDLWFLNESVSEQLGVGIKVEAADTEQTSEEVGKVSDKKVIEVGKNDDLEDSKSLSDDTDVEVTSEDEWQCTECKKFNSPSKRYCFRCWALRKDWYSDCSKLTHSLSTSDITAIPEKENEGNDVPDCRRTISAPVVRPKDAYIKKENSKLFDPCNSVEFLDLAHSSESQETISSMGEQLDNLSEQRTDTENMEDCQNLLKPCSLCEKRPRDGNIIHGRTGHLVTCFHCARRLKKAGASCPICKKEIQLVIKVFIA
Target sequence (Q00987 whole entry, looked up): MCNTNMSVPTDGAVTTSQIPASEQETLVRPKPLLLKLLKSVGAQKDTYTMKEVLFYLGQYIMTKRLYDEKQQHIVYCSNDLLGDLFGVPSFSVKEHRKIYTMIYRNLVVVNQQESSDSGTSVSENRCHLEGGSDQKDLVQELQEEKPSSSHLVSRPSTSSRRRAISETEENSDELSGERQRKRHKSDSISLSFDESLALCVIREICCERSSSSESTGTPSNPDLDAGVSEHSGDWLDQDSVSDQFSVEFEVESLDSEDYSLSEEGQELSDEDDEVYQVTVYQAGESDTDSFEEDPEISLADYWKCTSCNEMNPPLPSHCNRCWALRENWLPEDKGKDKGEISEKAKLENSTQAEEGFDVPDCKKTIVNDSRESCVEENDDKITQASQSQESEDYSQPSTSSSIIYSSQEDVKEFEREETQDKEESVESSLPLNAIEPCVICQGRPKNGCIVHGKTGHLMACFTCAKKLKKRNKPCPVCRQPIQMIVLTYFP
UPR CHOP act – activators of apoptotic arm of unfolded protein response (CHOP); CHO-CHOP luciferase reporter, UPR activation, luminescence; percent of tunicamycin response over DMSO baseline; activation, % at 10 µM; actives 0.34% (n = 330,000); AID 449763;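 active means at 10 µM dose, activation of 40% or more, normalized to positive control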;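 further: 100% = tunicamycin at 10 µg/mL and 0% = DMSO alone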
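measured by = luciferase luminescence | assay system = CHO-CHOP cells, stable luciferase reporter of PERK-eIF2a-CHOP signalling | amount = 500 reporter cells seeded per well | timing = 6 h compound exposure at 37 °C after overnight seeding | controls = positive tunicamycin 10 µg/mL, negative DMSO alone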
UPR XBP1 act – adaptive UPR (XBP1) activation; actives 0.33% (n = 330,000); CHO-XBP1 luciferase reporter, IRE1-XBP1 UPR activation, luminescence; percent of tunicamycin response, DMSO as zero; activation, % at 20 µM; AID 463104;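 active means versus positive control, 20 µM dose yields 30% or more activation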;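 further: 100% = tunicamycin at 10 µg/mL and 0% = DMSO only wells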
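Signal: luciferase luminescence; Assay system: CHO-XBP1 luciferase reporter cells; Amount: one thousand reporter cells per well; Dosing: 20 µM single concentration, DMSO 1%; Benchmarks: high control tunicamycin 10 µg/mL final, low control DMSO vehicle only; Schedule: 6 h compound exposure at 37 °C, 5% CO2; Evaluation: percent activation relative to tunicamycin reference.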
tim10-1 inh – tim10-1 yeast growth inhibition. S. cerevisiae tim10-1 ts strain growth, BacTiter-Glo, 24 h. inhibition, % at 20 µM. actives 2.2% (n = 330,000). AID 463190;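 active means inhibition of at least 40%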;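 further: mutant grown at 25 °C; 0% = DMSO wells with yeast and 100% = wells holding no yeast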
TIM10 inh – growth inhibitors of TIM10 yeast strain; actives 1.4% (n = 330,000); S. cerevisiae TIM10 strain growth, BacTiter-Glo luminescence, 24 h; inhibition, % at 10 µM;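 active means inhibition of 40% or more at the single tested concentration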;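 further: wild-type TIM10 isogenic control strain grown at permissive 25 °C; 0% = DMSO yeast wells and 100% = minimal medium wells without yeast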
Jurkat NFkB inh – lowers PMA/ionomycin-induced NF-kB signal in Jurkat cells; inhibition, % at 4 µM; PMA/ionomycin-induced NF-kB luciferase reporter, luminescence; actives 0.53% (n = 330,000); in the data active means inhibition above about 50%
697 NFkB inh – inhibitors of the PMA/ionomycin-induced NF-kB reporter in 697 B cells; inhibition, % at 4 µM; actives 0.33% (n = 330,000); 697 B-cell NF-kB luciferase reporter, 16 h; in the data active means inhibition above about 35%
Active calls of the source: *; · = not tested or not shown. The order is random; 6.6% or so of the library scored in one or more.

SMILES | tim23-1 inh | Mdm2-MdmX inh | UPR CHOP act | UPR XBP1 act | tim10-1 inh | TIM10 inh | Jurkat NFkB inh | 697 NFkB inh
CCOC(=O)C1CCN(C(=O)CCS(=O)(=O)c2ccc3c(c2)CCN3C(=O)CC)CC1 | 18 | 9 | -2.3 | 0 | 6 | 13 | 7 | -1
CCOC(=O)c1c(NC(=O)CSc2nnc(-c3ccco3)o2)sc(C)c1C | 24 | -11 | -0.2 | 0 | 42* | 22 | 12 | -7
COc1ccc(NC(=O)CN(c2ccccc2OC)S(=O)(=O)c2cccs2)cc1Cl | 37 | 10 | 0.5 | 8 | 19 | 15 | -12 | -14
CCOC(=O)c1cnc2ccc(OCC)cc2c1NCc1ccccc1 | 43 | 19 | 3.2 | 0 | 20 | 18 | 28 | -47
CCNC(=O)CSc1nnc(-c2cccc(S(=O)(=O)N(CC)CC)c2)n1CCc1ccccc1 | 7 | 20 | -0.1 | 0 | 11 | -6 | -6 | 0
O=C(NCc1ccncc1)C1CCN(C(=O)c2cccc(Cl)c2)CC1 | 2 | 5 | 1.9 | -3 | -13 | 10 | -1 | 13
CCc1nc2ccc(C(=O)NCc3ccccc3)cc2nc1CC | 17 | 7 | 0.2 | -2 | -2 | -7 | 13 | 13
CCn1ccnc1CN1CCC(n2nccc2NC(=O)c2ccccc2OC)CC1 | 7 | 16 | -0.3 | -2 | 6 | 10 | 9 | -10
COc1cccc(CNC(=O)C(c2ccc(Cl)cc2)C(C)C)c1 (stereo unspecified) | 13 | 12 | -0.6 | -5 | 15 | 0 | 2 | 6
CC(C)(C)N(Cc1ccccc1)C(=O)COC(=O)c1ccccc1SCC(=O)N1CCCC1 | 19 | 0 | 0.2 | 0 | 13 | 18 | 2 | 9
O=C(O)CCC(=O)Nc1ccc(Cc2ccc(NC(=O)CCC(=O)O)c(O)c2)cc1O | 2 | 11 | 1.4 | -1 | 3 | 13 | 0 | 8
O=C(NCc1ccco1)c1ccccc1-c1nc(-c2ccc(F)cc2)no1 | 12 | 8 | 2.5 | -2 | -17 | -1 | 0 | 6
S=c1[nH]nc(-c2ccc3ccccc3n2)o1 | 10 | 17 | -1.3 | -3 | 0 | -6 | -44 | -18
COC(=O)[C@@]1(Cc2ccccc2)[C@H]2C(=O)N(C)C(=O)[C@H]2[C@H]2CN=C(SCc3ccccc3)N21 | 32 | 3 | 0.2 | 0 | 12 | 3 | · | 2
CC(C)OCCCNC(=O)CN1CCN(Cc2ccccc2Cl)C1=O | -2 | 9 | -2.4 | -1 | 12 | -10 | -11 | 0
CN(CC(=O)Nc1ccccc1C(F)(F)F)C(=O)COc1ccccc1Cc1ccccc1 | 8 | -17 | -0.5 | -1 | -2 | -24 | -6 | -15
CCCCCCC1CC(CSC(=N)N)OC1=O (stereo unspecified) | 10 | -12 | 0.6 | -3 | 6 | -2 | 1 | -15
CSc1ccccc1C(=O)NC1CCCN(Cc2ccccc2F)C1 (stereo unspecified) | 13 | 0 | -0.4 | -2 | 17 | 7 | 0 | -4
COC(=O)NNC(=O)c1ccccc1C | -7 | -18 | -1.5 | 0 | -2 | -4 | -2 | 15
O=C(Nc1ccccc1)c1cccc(N2C(=O)CCC2=O)c1 | 20 | 18 | 0.0 | -2 | 16 | 7 | -13 | -11
COc1ccccc1N1CCN(C(=O)c2cc(-c3cccs3)on2)CC1 | 20 | 7 | 0.0 | 2 | 31 | 24 | -24 | -38
C/C(CS(=O)(=O)c1ccc(Cl)c(Cl)c1)=N/NC(N)=S | 8 | -7 | -1.6 | -5 | 23 | 1 | 6 | -1
NC(=O)Cn1nnc(-c2ccc(CN3CCCCC3)cc2)n1 | -14 | 21 | 1.1 | 1 | 2 | -2 | 4 | 17
Cc1cc2c3ccccc3ncn2n1 | 0 | 2 | 1.5 | 0 | -15 | 2 | 12 | -5
COc1ccccc1Sc1ccccc1/C=N/NC(N)=O | -2 | 29 | 2.2 | 0 | 15 | 10 | 4 | -16

New compounds follow.
SMILES | tim23-1 inh | Mdm2-MdmX inh | UPR CHOP act | UPR XBP1 act | tim10-1 inh | TIM10 inh | Jurkat NFkB inh | 697 NFkB inh
CSC1=N/C(=C/c2cccnc2)C(=O)N1Cc1ccc(Cl)cc1 | 44 | 8 | 2.5 | -1 | 29 | 22 | 3 | -18
Cc1ccc(NC(=O)CCCCCN2C(=O)[C@@H]3Cc4ccccc4CN3C2=O)c(Cl)c1 | 39 | 18 | 1.2 | -3 | 27 | -7 | -13 | -14
CCOC(=O)c1c(NC(=O)CSc2nnc(C)c(=O)[nH]2)sc(C)c1-c1ccc(C)cc1 | 9 | -9 | -0.4 | 1 | 15 | 7 | 8 | 20
CC(=O)Nc1ccc(S(=O)(=O)Nc2ccc(N3CCCCC3)cc2)cc1 | 8 | 55* | 4.4 | -1 | 3 | -2 | 10 | 9
CCOC(=O)N1CCN(CC(=O)Nc2ccc(F)cc2)CC1 | 11 | -2 | 0.7 | -2 | 3 | 7 | 6 | 6
O=C(CSc1ncccc1C(=O)O)NC12CC3CC(CC(C3)C1)C2 | 1 | -2 | 0.0 | 0 | -3 | 4 | 13 | 4
Cc1noc(NC(=O)c2ccc(Cl)c(Cl)c2)c1Cl | 15 | 25 | 1.1 | -1 | 0 | -8 | 10 | -29
CCCCNc1c(-c2cccc(-c3cc(C(C)=O)cs3)c2)nc2ccc(C)cn12 | 26 | 81* | 9.5 | 2 | 31 | 17 | 10 | -3
Cc1ccc2nc(SCC(=O)N3CCCCC3)nc(=O)n2c1 | 11 | -10 | 1.8 | 1 | 14 | 2 | -22 | 0
CCOc1ccc(C(=O)Nc2cc(-c3nc4ccccc4[nH]3)ccc2C)cc1[N+](=O)[O-] | 6 | 45 | 1.8 | 7 | 1 | -1 | -10 | 5
Cc1ccc(/C=C/C(=O)NCCCn2ccnc2)cc1 | -4 | 13 | 4.2 | 4 | -7 | 3 | -10 | 3
O=C(CN1CCN(c2ccccc2)CC1)c1ccc2cc[nH]c2c1 | 20 | 16 | 3.1 | -3 | 15 | -3 | 11 | 0
Clc1cccc(Cl)c1Cn1nnc(-c2cccs2)n1 | 12 | 1 | 2.8 | 6 | 15 | 6 | -47 | -70
O=C(OC(C(=O)Nc1cc(Cl)cc(Cl)c1)c1ccccc1)C1=COCCO1 (stereo unspecified) | 19 | 2 | -1.7 | -5 | 26 | 17 | 5 | 15
O=C(NC1CCCC1)c1cccc(S(=O)(=O)N2CCCCC2)c1 | 19 | 10 | 1.4 | -1 | 14 | 4 | 11 | 4
CCC(C)C(NC(=O)C1CCC(C)CC1)C(=O)Nc1ccc(OC)cc1 (stereo unspecified) | 5 | 30 | 0.3 | -6 | -3 | -14 | -12 | 5
COC(=O)c1ccc(CN2CCN(C3CCCCC3)C(CCO)C2)cc1 (stereo unspecified) | -1 | 9 | 2.2 | -3 | -10 | -10 | -13 | -5
Cc1cc(Cn2nc(-c3ccccc3)cc2C(=O)NCc2cccs2)on1 | 30 | -24 | 1.7 | -1 | 26 | 29 | 37 | 24
CCCCNC(=O)c1cc2cccc([N+](=O)[O-])c2[nH]1 | 17 | 13 | 4.7 | 2 | 19 | 24 | -11 | -5
Cc1cc(C(=O)Nc2cnc3ccccc3c2)ccc1[N+](=O)[O-] | 6 | -65 | 2.1 | 4 | 4 | 19 | -116 | -40
CCN(C(=O)COC(=O)c1cc(S(=O)(=O)N2CCOCC2)ccc1F)C1CCS(=O)(=O)C1 (stereo unspecified) | 6 | -4 | 1.4 | 1 | 1 | 1 | 3 | 4
O=C(CNS(=O)(=O)c1ccc(Br)s1)NC1CCCc2ccccc21 (stereo unspecified) | 20 | 3 | -2.0 | 1 | 33 | -5 | -7 | -15
C[C@H]([C@H](O)c1ccccc1)N(C)C(=O)CN | 20 | -37 | -0.8 | 2 | 3 | 5 | -19 | -4
CCC(=O)N1N=C(c2c(O)n(C)c(=O)n(C)c2=O)CC1c1ccccc1 (stereo unspecified) | 15 | 34 | 1.5 | -1 | -11 | 4 | 0 | 6
O=C(Cn1cccc1)Nc1ccc(F)cc1F | 3 | 13 | -0.6 | 0 | 1 | -4 | -6 | 7

Record cards, as listed above. Order of screens: tim23-1 inh | Mdm2-MdmX inh | UPR CHOP act | UPR XBP1 act | tim10-1 inh | TIM10 inh | Jurkat NFkB inh | 697 NFkB inh
Listed for COc1ccccc1Sc1ccccc1/C=N/NC(N)=O = -2 | 29 | 2.2 | 0 | 15 | 10 | 4 | -16
Listed for CCOC(=O)c1c(NC(=O)CSc2nnc(-c3ccco3)o2)sc(C)c1C = 24 | -11 | -0.2 | 0 | 42* | 22 | 12 | -7

(cont.)
SMILES | tim23-1 inh | Mdm2-MdmX inh | UPR CHOP act | UPR XBP1 act | tim10-1 inh | TIM10 inh | Jurkat NFkB inh | 697 NFkB inh
O=C(COC(=O)c1ccccn1)Nc1ccc(S(=O)(=O)N2CCOCC2)cc1 | 3 | -1 | -1.8 | 4 | 12 | 0 | 24 | 19
O=C(CSc1n[nH]c(-c2ccccc2Br)n1)NC(=O)NCc1ccco1 | 9 | 16 | 1.8 | 0 | 7 | 11 | -1 | 2
Cc1ccc([C@@H]2[C@@H]3C(=O)N(C)C(=O)[C@@H]3[C@]3(C)C(=O)N(CC4CC4)CC(=O)N23)o1 | 7 | 1 | -1.3 | -1 | -3 | -12 | -5 | -8
CC1C(=O)C(C)C(c2ccc(O)cc2)NC1c1ccc(O)cc1 (stereo unspecified) | 1 | -1 | -0.4 | 0 | -2 | 10 | 15 | 14
O=C1CCCc2ccccc2N1Cc1cccc(F)c1 | 6 | 15 | -2.5 | 0 | -12 | -9 | 5 | -16
COc1cccc(Cn2cnc3c(sc4nc(C)cc(C)c43)c2=O)c1 | 33 | -9 | -0.8 | 2 | 6 | 15 | 23 | 9
CON/C=C(\C=Nc1ccc(F)cc1)c1ncc(C(F)(F)F)cc1Cl | 5 | 14 | -3.8 | -1 | -2 | 20 | -18 | 3

In a second layout: 13 of the compounds above
The line under a structure holds: tim23-1 inh	Mdm2-MdmX inh	UPR CHOP act	UPR XBP1 act	tim10-1 inh	TIM10 inh	Jurkat NFkB inh	697 NFkB inh
- Cc1cc(C(=O)Nc2cnc3ccccc3c2)ccc1[N+](=O)[O-]
→ 6	-65	2.1	4	4	19	-116	-40
- CCN(C(=O)COC(=O)c1cc(S(=O)(=O)N2CCOCC2)ccc1F)C1CCS(=O)(=O)C1 (stereo unspecified)
→ 6	-4	1.4	1	1	1	3	4
- O=C(CNS(=O)(=O)c1ccc(Br)s1)NC1CCCc2ccccc21 (stereo unspecified)
→ 20	3	-2.0	1	33	-5	-7	-15
- C[C@H]([C@H](O)c1ccccc1)N(C)C(=O)CN
→ 20	-37	-0.8	2	3	5	-19	-4
- CCC(=O)N1N=C(c2c(O)n(C)c(=O)n(C)c2=O)CC1c1ccccc1 (stereo unspecified)
→ 15	34	1.5	-1	-11	4	0	6
- O=C(Cn1cccc1)Nc1ccc(F)cc1F
→ 3	13	-0.6	0	1	-4	-6	7
- O=C(COC(=O)c1ccccn1)Nc1ccc(S(=O)(=O)N2CCOCC2)cc1
→ 3	-1	-1.8	4	12	0	24	19
- O=C(CSc1n[nH]c(-c2ccccc2Br)n1)NC(=O)NCc1ccco1
→ 9	16	1.8	0	7	11	-1	2
- Cc1ccc([C@@H]2[C@@H]3C(=O)N(C)C(=O)[C@@H]3[C@]3(C)C(=O)N(CC4CC4)CC(=O)N23)o1
→ 7	1	-1.3	-1	-3	-12	-5	-8
- CC1C(=O)C(C)C(c2ccc(O)cc2)NC1c1ccc(O)cc1 (stereo unspecified)
→ 1	-1	-0.4	0	-2	10	15	14
- O=C1CCCc2ccccc2N1Cc1cccc(F)c1
→ 6	15	-2.5	0	-12	-9	5	-16
- COc1cccc(Cn2cnc3c(sc4nc(C)cc(C)c43)c2=O)c1
→ 33	-9	-0.8	2	6	15	23	9
- CON/C=C(\C=Nc1ccc(F)cc1)c1ncc(C(F)(F)F)cc1Cl
→ 5	14	-3.8	-1	-2	20	-18	3
